UDG counter: UDG inhibition counter-screen. Potency, µM (titrated, usually from 115 µM), for inactives: at the top dose activity change, negative = inhibition, usual class: inhibitors. 91,000 tested, 0.14% active. FRET deamination/UDG coupled assay, UDG read, 4 h; further: nearly all actives have a fitted effect of over 65% in size
AID inh: blocks human AID cytidine deaminase activity | AID deamination FRET fluorescence, UDG-coupled, 4 h | Potency, µM (doses to about 115 µM), for inactives: at the highest dose activity change, negative = inhibition, most hits filed as inhibitors | Q9GZX7 | 91,000 tested, 0.32% active; further: nearly all actives have a fitted effect of over 25% in size
Target sequence (Q9GZX7 whole entry, looked up): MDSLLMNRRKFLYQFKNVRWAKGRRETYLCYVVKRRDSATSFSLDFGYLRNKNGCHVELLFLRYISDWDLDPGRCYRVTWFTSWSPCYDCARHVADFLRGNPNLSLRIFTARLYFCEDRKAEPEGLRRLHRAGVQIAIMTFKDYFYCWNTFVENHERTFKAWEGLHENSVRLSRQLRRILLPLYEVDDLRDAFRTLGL
An asterisk follows results filed as active; ? = inconclusive; [ ] = dose if it differs, or a comment. The call rests on the fitted dose curve; in most records, active means well fitted curve in the direction sought with a large enough effect; inconclusive means small, poorly fitted or top-dose-only effect, or another doubt; inactive means no such curve, though single readings can be large; an effect the other way counts as inactive or inconclusive. On the % scale 0 is the no-effect control and ±100 the full control effect; potency means the concentration at half of the fitted maximal effect. A portion of the library (hit frequency here may not be typical).

Order of values: UDG counter, AID inh
[1] Cc1cc(C(=O)C(C)Sc2nnnn2Cc2cccs2)c(C)n1Cc1ccco1 (configuration not stated)
→ -7%, -28%
[2] CCOC(=O)c1cccc(NC(=O)c2cc3sccc3n2Cc2ccc(Cl)cc2)c1
→ -13%, ?
[3] CCc1cccc(C)c1NS(=O)(=O)c1cc(-c2cc(C)no2)ccc1C
→ 11%, 8%
[4] CN(C)c1ccc(-c2nc3ccc(Cl)cn3c2Nc2ccc3c(c2)OCCO3)cc1
→ 4%, 123%[activator]
[5] CCOc1ccc(NC(=O)c2c(Nc3ccc(OC)cc3OC)sc(C(=O)c3ccc(Cl)cc3)c2N)cc1
→ -12%, 104%[activator]
[6] COc1ccc(-n2ccnc2SCC(=O)Nc2ccc3c(c2)OCO3)cc1
→ -9%, ?
[7] COc1ccc(OCC(=O)N(Cc2cccc(OC)c2)C2CCS(=O)(=O)C2)cc1 (configuration not stated)
→ 7%, -7%
[8] COC(=O)C1(C)Cc2ccc(Cl)cc2C(=O)O1 (configuration not stated)
→ -12%, -11%
[9] Cc1ccc(C(=O)Nc2ccc(C(=O)N(C)C)cc2)cc1
→ -5%, -1%
[10] O=C(NCc1ncc(-c2ccccc2)o1)c1ccc(F)cc1
→ 1%, 1%
[11] Cn1c(=O)[nH]c(=O)c2c1nc(CN1CCN(c3ccccc3)CC1)n2Cc1c(F)cccc1Cl
→ 1%[57.5 µM], -18%
[12] COC(=O)c1ccc(-n2nnc(-c3nc(-c4ccc5c(c4)OCO5)no3)c2C)cc1
→ -8%, -7%
[13] Cc1cc(C)cc(NC(=O)C2CCCN(c3nnc(-n4c(C)ccc4C)s3)C2)c1 (configuration not stated)
→ -3%, -25%
[14] COc1ccc(Br)c2c1-c1nc(NC(=O)c3ccccc3SC)sc1C2
→ -6%, 63%[activator]
[15] CCCc1nc2nc(C)cc(Nc3ccccc3)n2n1
→ -9%, -16%
[16] CCOC(=O)c1c(S(=O)(=O)NCC(=O)N2CCN(c3cc(C)ccc3C)CC2)c(C)n(C)c1C
→ 0%, -30%
[17] N#Cc1c(O)ccc(O)c1C#N
→ -4%, 20%
[18] COc1ccc(NC(=O)CSc2nc3cc(C)[nH]c3c(=O)n2C)cc1Cl
→ -9%, ?
[19] O=C(Nc1ccccc1F)c1ccc(-c2ccccc2)cc1
→ 0%, -2%
[20] CC(C)(C)NC(=O)/C(=C/c1ccc(-c2ccc(Br)cc2)o1)NC(=O)c1ccccc1
→ 4%, 17%
[21] CC1CCc2nc3ccc(S(=O)(=O)N4CCC(C(=O)NCc5ccccc5Cl)CC4)cc3c(C(=O)O)c2C1 (configuration not stated)
→ -9%, 8%
[22] Cc1cccc(NCc2nnc3n2CCCCC3)c1C
→ 2%, 19%
[23] COc1cccc(N2C(=O)N(Cc3ccc(C#N)cc3)c3ccccc3S2(=O)=O)c1
→ -13%, -1%
[24] Cc1cc(-n2c(C)cc(C(=O)CSc3nnc(COc4ccc(Cl)cc4)o3)c2C)no1
→ -11%, -4%
[25] Brc1ccc(-c2noc(-c3ccccc3Br)n2)o1
→ -5%, 22%
[26] COC(=O)c1cc(NC(=O)c2ccccc2OC)c(F)cc1F
→ -4%, -2%
[27] O=C(CN1CCN(CC(=O)N2CCC(Cc3ccccc3)CC2)CC1)Nc1ccccc1Cl
→ -4%, -8%
[28] CC1CCN(S(=O)(=O)c2nnc(NC(=O)c3cccc(Cl)c3)s2)CC1
→ -14%, -22%
[29] CCC(=O)N1CCc2cc(CNS(=O)(=O)c3ccc(NC(=O)CC(C)C)cc3)ccc21
→ -2%[57.5 µM], -12%
[30] COCCNC(=O)CCCn1c(SCC(=O)NCc2ccc(C)cc2)nc2c(sc3ccccc32)c1=O
→ 3%[57.5 µM], -24%

Complete entries, quoted from the list. Screens in order: UDG counter | AID inh
COc1ccc(Br)c2c1-c1nc(NC(=O)c3ccccc3SC)sc1C2 across the screens: -6% | 63%[activator]
O=C(CN1CCN(CC(=O)N2CCC(Cc3ccccc3)CC2)CC1)Nc1ccccc1Cl across the screens: -4% | -8%

Remaining list, next part:
Order of values: UDG counter, AID inh
[31] Cc1ccc(-c2cc(-c3ccc(C)cc3)[nH]n2)cc1
→ 10%, -2%
[32] CCCCn1nc(C(=O)Nc2cccc(S(=O)(=O)NC3=NCCC3)c2)c2ccccc2c1=O
→ 10%, -12%
[33] COc1ccc(Nc2c(-c3ccc(N4CCOCC4)cc3)nc3ncccn23)cc1OC
→ 1%, -6%
[34] Cc1ccc(Cn2c(CCCNC(=O)C3CCCCC3)nc3ccccc32)cc1
→ ?, ?
[35] O=C(OCc1nc2ccccc2o1)c1ccccc1F
→ -6%, -5%
[36] Fc1ccc(CNCCOc2ccccn2)cc1
→ -9%, -4%
[37] Cc1ccc2nc(-c3ccc(Cl)s3)cc(C(=O)O)c2c1
→ 11%, 0%
[38] O=C(c1ccco1)n1nc(-c2ccccc2)nc1NCc1ccccc1Cl
→ -5%, -1%
[39] CC(C)(C)c1ccccc1NC(=O)c1cnn2c(C(F)F)cc(-c3ccccc3)nc12
→ -2%, 10%
[40] Cc1cc(OCC(=O)Nc2ccc(-c3nc4cc(Cl)ccc4o3)cc2)cc(C)c1Cl
→ 2%, 11%
[41] Fc1ccc2c(c1)-c1c(cnc3cc(-c4ccc(Cl)cc4)nn13)CO2
→ -3%, 9%
[42] COc1ccc(Cl)cc1NC(=O)c1cc2ccccn2n1
→ 18%, 45%[activator]
[43] CCCC(=O)Nc1cccc(C(=O)OC/C(=N\O)c2ccc(OC)cc2)c1
→ 3%, 7%
[44] OCc1cc(-c2ccccc2)n[nH]1
→ -1%, -3%
[45] CCCCc1c(C)[nH]n(-c2nc(C)c(C(=O)Nc3cccc(OC)c3)s2)c1=O
→ -8%, -5%
[46] CN(C)CCCN(CC1CCOC(C)(C)C1)C(=O)c1ccco1 (configuration not stated)
→ 6%, -1%
[47] CC(C)C(=O)Nc1ccc(-c2csc(NCc3ccco3)n2)cc1
→ -1%, 3%
[48] CCOC(=O)c1c(C)oc2ncnc(Nc3cc(C)cc(C)c3)c12
→ 3%, 17%
[49] CC(C)Cn1c(C2CC(=O)N(c3ccccc3Cl)C2)nc2ccccc21 (configuration not stated)
→ -10%, 26%
[50] CN(C)c1ccc(C(CNS(=O)(=O)c2cc(F)ccc2F)N2CCOCC2)cc1 (configuration not stated)
→ 12%, -10%
[51] CCN(CC)C(=O)c1sc2c(c1C)c(=O)n(-c1ccc(OC)cc1OC)c(=O)n2Cc1cc(C)ccc1C
→ ?, ?
[52] Cc1cccc(C)c1NC(=O)CSc1nc2nc(C)c(Br)cc2[nH]1
→ -8%, -14%
[53] CCN(CC)S(=O)(=O)c1ccc2c(c1)cc(C(=O)NCCc1ccco1)n2C
→ -7%, -23%
[54] CCn1c(SCC(=O)Nc2cccc(Cl)c2)nnc1-c1nonc1NC(C)=O
→ 2%, 0%
[55] O=C(O)CSCc1ccc(Cl)c(Cl)c1
→ 6%, 3%
[56] O=[N+]([O-])c1cc(S(=O)(=O)Nc2ccccc2)ccc1N/N=C/c1cn(-c2ccccc2)nc1-c1cccs1
→ -16%, 10%
[57] O=C(Cn1c(SCC(=O)Nc2ccc(F)cc2)nc2ccccc21)NCc1ccc(Cl)cc1
→ -10%, 8%
[58] COc1ccc(Cl)cc1NC(=O)CSc1nncn2c1cc1oc(C)cc12
→ 2%, -4%
[59] CCCSc1ncc(Cl)c(C(=O)Nc2ccc(S(=O)(=O)N3CCCC(C)C3)cc2)n1 (configuration not stated)
→ 2%, 8%
[60] Oc1ccc(N=CCCc2ccccc2)cc1
→ -11%, -11%

(continued)
item	compound	UDG counter	AID inh
61	CCN(C(=O)c1c(C)oc2ncnc(N3CCCCC3)c12)c1cc(C)ccc1C	2%	4%
62	Cc1ccc(N2CCN(C(=O)c3cc4ccccc4oc3=O)CC2)cc1Cl	-4%	-11%
63	COc1ccc(Cn2c(=O)n(-c3ccccc3C)c(=O)c3c4c(sc32)CN(C(C)=O)CC4)cc1	1%	?
64	O=C(Cn1c(=O)oc2cc(S(=O)(=O)NCc3ccccc3)ccc21)N(CCO)Cc1ccccc1	?	1%
65	O=C(CN1CCN(Cc2ccccc2F)C1=O)NCc1ccccc1	-8%	14%
66	COc1ccc(OC)c(S(=O)(=O)NCCS(=O)(=O)N2CCN(c3ccccc3F)CC2)c1	5%	8%
67	CCNC(=O)NC(=O)C(C)Sc1cc(C)c2cccc(C)c2n1 (configuration not stated)	12%	2%
68	CN(C)CCNc1nnnc2c1sc1nc(N3CCOCC3)c3c(c12)CC(C)(C)OC3	0%	-3%
69	CC(=O)c1ccc(NC(=O)c2ncn(-c3ccccc3)n2)cc1	13%	14%
70	CCCCN(C)Cc1ccc(OCc2ccccc2)c(OC)c1	-10%	-16%
71	O=C(CSC12CC3CC(CC(C3)C1)C2)NC1CC1	-7%	-2%
72	CC1CC1C(=O)NCCC(=O)Nc1ccc(C#N)cc1 (configuration not stated)	-1%	1%
73	O=C(Cn1cccc1C(=O)c1ccccc1)NCc1ccc(Cl)cc1	-13%	-35%
74	CC(=O)c1ccc(NS(=O)(=O)c2ccc(-c3cc(C)no3)s2)cc1	5%	6%
75	CCc1ccccc1NC(=O)CSc1nc(-c2cccc(Cl)c2)nc2c1Cc1c(CO)cnc(C)c1O2	-5%	2%
76	Cc1ccc(-c2nsc(NC(=O)c3oc4ccccc4c3C)n2)s1	-6%	-1%
77	COC(=O)c1ccc(COC(=O)Cc2c(Cl)cccc2Cl)cc1	-5%	-6%
78	O=C(CCc1ncc(-c2ccccc2F)o1)NCc1ccc2c(c1)OCO2	2%	6%
79	CC(C)c1ccc(NC(=O)Cc2ccc(NC(=O)N3CCCCc4ccccc43)cc2)cc1	8%	-7%
80	CCOc1ccc(-c2cc(C(=O)NCCOC)c3ccccc3n2)cc1	-4%	-13%
81	O=C(c1ccc(-n2cnnn2)cc1)N(CCc1cccs1)Cc1cccs1	-1%	-11%
82	O=C(CSc1oc(-c2ccccc2)nc1S(=O)(=O)c1ccc(Br)cc1)c1ccccc1	-18%	-8%
83	COc1ccc(Oc2ncnc3c2oc2ccccc23)cc1	6%	2%
84	CN(Cc1ccccc1)C1CCN(Cc2ccc(Cl)cc2)CC1	0%	-9%
85	Cc1ccc2[nH]c(=O)c(CN(C(=O)c3cccnc3)C3CCCCC3)cc2c1	4%	-4%
86	Cc1cc(C)c(C(=O)NC2CC2)c(C)c1	-8%	-7%
87	COc1cccc(C(=O)C(C#N)C(=O)Nc2ccccc2)c1 (configuration not stated)	2%	-11%
88	Cc1ccc(C(=O)N2CCN(c3oc(-c4cccs4)nc3C#N)CC2)cc1	?	-19%
89	Cc1ccccc1NC(=O)CCc1ncc(-c2c(F)cccc2F)o1	-2%	-5%
90	O=C(O)c1sccc1-c1ccccc1	8%	2%

The last 7 records of the section before lead into the next.
item	compound	UDG counter	AID inh
84	CN(Cc1ccccc1)C1CCN(Cc2ccc(Cl)cc2)CC1	0%	-9%
85	Cc1ccc2[nH]c(=O)c(CN(C(=O)c3cccnc3)C3CCCCC3)cc2c1	4%	-4%
86	Cc1cc(C)c(C(=O)NC2CC2)c(C)c1	-8%	-7%
87	COc1cccc(C(=O)C(C#N)C(=O)Nc2ccccc2)c1 (configuration not stated)	2%	-11%
88	Cc1ccc(C(=O)N2CCN(c3oc(-c4cccs4)nc3C#N)CC2)cc1	?	-19%
89	Cc1ccccc1NC(=O)CCc1ncc(-c2c(F)cccc2F)o1	-2%	-5%
90	O=C(O)c1sccc1-c1ccccc1	8%	2%
91	O=C(Nc1ccc(F)cc1F)C1CCCN1S(=O)(=O)c1cccc2nsnc12 (configuration not stated)	-10%[57.5 µM]	-30%[57.5 µM]
92	CC(C)(C)c1ccc(C(CNC(=O)c2cc3ccccc3oc2=O)N2CCCC2)cc1 (configuration not stated)	-7%	-13%
93	O=C(Nc1cc(-c2cccc(Cl)c2)nn1-c1ccccc1)c1ccccc1F	-9%	3%
94	Cc1nc(/C=C/C(=O)N2CCN(c3cccc(C(F)(F)F)c3)CC2)cs1	-3%	3%
95	COc1ccc(Cn2c(=O)[nH]c3cc(C(=O)N4CCN(c5cccc(Cl)c5)CC4)ccc3c2=O)cc1	-3%	22%
96	O=C(COC(=O)CCSc1ccccc1Cl)Nc1ncc(Cl)cc1Cl	-1%	13%
97	COc1ccc(C)cc1NC(=O)C1CCCN(S(=O)(=O)c2ccc3[nH]c(=O)ccc3c2)C1 (configuration not stated)	3%	1%
98	O=S(=O)(c1cccs1)N1CCN(c2ccc(Cl)cc2)CC1	-11%	-7%
99	Cc1ccc(NC(=O)C(=O)NCC2(c3ccccc3)CCCC2)cc1C	-4%	7%
100	CSc1ccc(C2NC(=S)NC3=C2CCc2ccccc23)cc1 (configuration not stated)	-9%	65%[activator]
101	CCC1CCC(C(=O)Nc2ccc3ccccc3c2)CC1 (configuration not stated)	1%	3%
102	COc1ccc(C2C=C(c3ccccc3)Nc3nc(NS(=O)(=O)c4ccc(Cl)cc4)nn32)cc1 (configuration not stated)	0%	?
103	COc1ccc(CCN2C(=O)N(c3ccc(C)cc3)C(=O)C2CC(=O)Nc2ccc(OC)cc2)cc1 (configuration not stated)	-26%	15%
104	O=C(NNC(=O)C1CCCC1)c1ccc(CSc2ccc(Cl)cc2)cc1	-1%	3%
105	Cc1cccc(NC(=O)C23CC4CC(CC(Cl)(C4)C2)C3)c1	3%	-1%
106	COc1ccc(NC(=O)Cn2c(=O)oc3cc(S(=O)(=O)NC(C)C)ccc32)cc1OC	-15%	34%[activator]
107	CCOC(=O)Cn1c(=O)n(-c2ccccc2OC)c2nc(-c3ccc(C(C)C)cc3)nc(C(N)=O)c21	-6%	17%
108	CCn1c(CNC(=O)c2ccc(OC)cc2)nnc1SCC(=O)Nc1cccc(C)c1	0%	-10%
109	Cc1nc2cc(NC(=O)COc3ccc(Cl)cc3Cl)ccc2o1	8%	21%
110	CCOC(=O)c1c(NC(C)=O)sc2c(OCc3ccc(F)cc3)c(Br)ccc12	4%	-10%

Screens deposited in PubChem BioAssay by National Center for Advancing Translational Sciences (NCATS).
